Bioassay records as filed in PubChem BioAssay.
TRPC4 inh = blocks the mouse TRPC4 cation channel; HEK293 TRPC4beta/mu-opioid, DAMGO-evoked Fluo4 calcium flux; hits give low values; B-score at 10 µM; 300,000 compounds, 0.39% hits; AID 2247;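 active = B-score over 3 SD under the library average, no early fluorescence shift, positive overall ratio signal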
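Assay system: HEK293 cells with stable TRPC4beta plus mu-opioid receptor expression. Dosing: single dose. Measured by: Fluo4 Ca2+ flux fluorescence. Also added: DAMGO in two steps, submaximal then maximal. Read-out: B score from integrated Fluo4 fluorescence ratio.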
ANO1 activ = activators or potentiators of mouse TMEM16A chloride channel. 340,000 compounds, 0.3% hits. Q8BHY3. HEK293 TMEM16A/YFP-H148Q/I152L, iodide quench fluorescence; hits give low values. B-score at 10 µM;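 active = fluorescence-ratio B-score plate-corrected deviation score at least 3 library SD below zero, with starting fluorescence score within 5 deviations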;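 note: channel opened by trigger with iodide after compound preincubation; score built on the fluorescence ratio of max minus min over baseline; more negative score means more quench and so TMEM16A activation or potentiation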
TRPC4 agonist = opens the mouse TRPC4 cation channel. HEK293 TRPC4beta/mu-opioid, Fluo4 calcium fluorescence; hits give high values. B-score at 10 µM. 310,000 compounds, 0.49% hits. AID 2237;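 active = B-score above 5 SD of library B-scores, and initial fluorescence ratio not above library mean plus 5 SD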;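 note: positive B-score marks a calcium rise read as TRPC4 activation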
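System – HEK293 cells stably co-expressing mouse TRPC4beta and mu-opioid receptor · Signal – Fluo4 calcium-sensitive dye fluorescence, kinetic, 1 Hz baseline · Benchmarks – buffer (low) and maximal DAMGO (high) · Read-out – B score of integrated fluorescence ratio per well · Incubation – dye loading 45 min room temperature, 110 s kinetic read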
MrgX1 agonist = agonists of human MrgX1 receptor. MrgX1-HEK293 cells, Fluo-4 calcium fluorescence, agonist mode; hits give high values. B-score at 10 µM. 310,000 compounds, 0.44% hits. AID 588627;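 active = calcium response B-score plate-corrected fluorescence ratio at least 3 library SD, with starting fluorescence B-score inside 5 SD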
Target sequence (Q96LB2 whole entry, looked up): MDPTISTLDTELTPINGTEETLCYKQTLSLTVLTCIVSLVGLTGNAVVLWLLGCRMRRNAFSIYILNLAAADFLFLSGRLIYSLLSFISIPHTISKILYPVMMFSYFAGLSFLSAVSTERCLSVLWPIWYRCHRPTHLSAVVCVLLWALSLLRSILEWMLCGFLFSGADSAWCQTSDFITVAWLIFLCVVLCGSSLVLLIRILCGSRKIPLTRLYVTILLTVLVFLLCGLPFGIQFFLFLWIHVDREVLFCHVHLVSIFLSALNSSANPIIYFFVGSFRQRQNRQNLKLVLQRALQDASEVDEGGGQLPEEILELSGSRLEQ
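Assay system: stable human MrgX1 HEK293 cell line. Quantity: 15,000 cells per well. Schedule: cells plated overnight, dye loaded 0.5 h 37 °C, 0.5 h room temperature. Detection: Fluo-4 NW calcium-flux fluorescence, kinetic read. Read-out basis: peak-minus-minimum fluorescence over baseline, converted to B scores. Control set: positive and negative control wells on each plate.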
MrgX1 antag = blocks BAM8-22 activation of human MrgX1 receptor; Q96LB2; MRGX1-HEK293 calcium flux, Fluo-4, BAM8-22 antagonism; hits give low values; B-score at 10 µM; 310,000 compounds, 1.3% hits;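 active = calcium-response B-score plate-corrected more than 3 library SD below zero, starting fluorescence within 5 deviations, no agonist response on first addition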;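 note: peak minus trough fluorescence over baseline after final BAM8-22 challenge near maximal dose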
RGS4 inh = human RGS4 inhibition; P49798; HEK293 M3R/RGS4 inducible, Fluo-4 calcium flux; hits give high values; triggered by carbachol at its EC20; B-score at 10 µM; 310,000 compounds, 0.45% hits;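 active = B-score, a plate-corrected calcium signal, over three deviations above library mean, with baseline fluorescence within five deviations of library mean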;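 note: RGS4 expression induced by doxycycline in cells with stable M3 receptor; B-score is computed from the integrated fluorescence ratio over baseline after carbachol; higher B-score means a larger calcium signal and so more RGS4 inhibition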
Target sequence (P49798 whole entry, looked up): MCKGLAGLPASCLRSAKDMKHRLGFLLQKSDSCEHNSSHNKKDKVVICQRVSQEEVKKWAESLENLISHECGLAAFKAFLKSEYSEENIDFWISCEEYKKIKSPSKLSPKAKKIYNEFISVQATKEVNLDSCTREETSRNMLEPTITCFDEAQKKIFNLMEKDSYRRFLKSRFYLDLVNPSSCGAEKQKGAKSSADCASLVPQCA
TRPC6 activator = mouse TRPC6 channel activation. Q61143. HEK293-TRPC6 membrane potential dye fluorescence; hits give high values. B-score at 10 µM. 310,000 compounds, 0.13% hits;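 active = B-score of the integrated fluorescence ratio above library mean plus 3 SD, and starting fluorescence ratio within library mean plus 5 SD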;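 note: higher score means more depolarization so channel activation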
MrgX1 allo act = human MrgX1 positive allosteric modulation, primary screen; Q96LB2; B-score at 10 µM; 310,000 compounds, 0.63% hits; MrgX1-HEK293, Fluo-4 calcium flux, FDSS; hits give high values;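 active = plate-corrected calcium response at least 3 library SD above typical, normal starting fluorescence, not activating the receptor alone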;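 note: compound read alongside a low EC10 to EC30 dose of BAM8-22 agonist; peak minus trough fluorescence over baseline measured at the second addition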
TRPC6 inh = blocks the mouse TRPC6 cation channel. Q61143. HEK293-TRPC6, membrane potential dye, ACh-evoked depolarization; hits give low values. B-score at 10 µM. 310,000 compounds, 1.1% hits. AID 2553;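 active = B-score under library mean minus 3 SD, initial fluorescence not abnormally high, positive integrated signal ratio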;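 note: B-score derived from integrated fluorescence ratio over the kinetic read; more negative B-score means stronger inhibition of depolarization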
TRPC4 potent = allosteric potentiators of mouse TRPC4 channel; HEK293 TRPC4beta/mu-opioid, DAMGO EC20, Fluo-4 Ca2+ flux; hits give high values; 310,000 compounds, 0.42% hits; B-score at 10 µM;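 active = B-score of calcium response area above 5 SD of library B-scores, with initial fluorescence ratio within 5 SD of library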;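 note: B-score of integrated fluorescence ratio over time as area under calcium response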
TMEM16A inh = mouse TMEM16A channel inhibition, primary screen; Q8BHY3; HEK293 TMEM16A/YFP iodide influx fluorescence, ionomycin; normalized B-score (activity score, 25-100; higher = stronger inhibition) at 10 µM; 310,000 compounds, 1.2% hits;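 active = ratio plate-corrected score three or more library SD toward inhibition, starting fluorescence score within five deviations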;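 note: score derived from kinetic fluorescence span divided by baseline fluorescence per well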
Numbers without * were called inactive; i = inactive; nt = no result given. Compounds as they come; any-hit rate near 5.8%.

SMILES | TRPC4 potent | MrgX1 antag | TRPC6 activator | TMEM16A inh | RGS4 inh | MrgX1 allo act | TRPC6 inh | TRPC4 inh | TRPC4 agonist | ANO1 activ | MrgX1 agonist
COc1ccc(OC)c(S(=O)(=O)N2CCC(C(=O)N3CCN(Cc4ccccc4)CC3)CC2)c1 | i | i | i | i | i | i | i | i | i | i | i
O=C(COC(=O)c1cc(=O)c2ccccc2o1)NCC1CCCCC1 | i | i | i | i | i | i | i | i | i | i | i
CC(=O)c1ccc(N2CCN(S(=O)(=O)c3ccc4c(c3)CC(C)N4C(=O)C3CC3)CC2)cc1 (stereo not given) | i | i | i | i | i | i | i | i | i | i | i
CCOc1ccc(NC(=O)CC2C(=O)NCCN2C(=O)Nc2ccccc2)cc1 (stereo not given) | i | i | i | i | i | i | i | i | i | i | i
CCN1C=CC2=C(C#N)C(N)C(C#N)(C#N)C(c3ccccc3C(F)(F)F)C2C1 (stereo not given) | i | i | i | i | i | i | i | i | i | i | i
CCC(=O)NC(O)C(=O)c1ccc(C)cc1 (stereo not given) | i | i | i | i | i | i | i | i | i | i | i
Cc1cccc(NCc2nc3ccccc3n2Cc2ccccc2)c1 | i | i | i | i | i | i | i | i | i | i | i
CCOc1ccc(NC(=O)CSc2ncn[nH]2)c([N+](=O)[O-])c1 | i | i | i | i | i | i | i | i | i | i | i
CCO[C@@H]1OC(C(=O)N2CCOCC2)=C[C@H](c2ccc(Br)cc2)[C@H]1CCCO | i | i | i | i | i | i | i | i | i | i | i
C=CCSc1nnc(NC(=O)c2cccc(S(=O)(=O)N3CCOCC3)c2)s1 | i | i | i | i | i | i | i | i | i | i | i
CCOC(=O)c1c(NC(C)=O)sc(C(=O)NC2CCCC2)c1C | i | i | i | i | i | i | i | i | i | i | i
COC(=O)c1cccc(NC(=S)Nc2cccc(Cl)c2C)c1 | i | i | i | i | i | i | i | i | i | i | i
O=C(Cn1ncc2c([nH]c3ccccc32)c1=O)NCC1CCN(Cc2ccccc2F)CC1 | i | i | i | i | i | i | i | i | i | i | i
O=c1[nH]c2cc3c(cc2cc1CN(Cc1ccco1)C(=S)NCCCN1CCOCC1)OCCO3 | i | i | i | i | i | i | i | i | i | i | i
CCN(CC)C(=O)C1CCCN(c2ccc([N+](=O)[O-])cc2/C=N/NC(=O)c2cccc([N+](=O)[O-])c2)C1 (stereo not given) | i | i | i | i | i | i | i | i | i | i | i
OC(CNc1ccccc1)Cn1ccc2ccccc21 (stereo not given) | i | i | i | i | i | i | i | i | i | i | i
CCOC(=O)C1CCCN(CCC(=O)Nc2ccc(C)c(C)c2)C1 (stereo not given) | i | i | i | i | i | i | i | i | i | i | i
COc1cc(OC)c(NC(=O)CC(=O)Nc2cc(Cl)c(OC)cc2OC)cc1Cl | i | i | i | i | i | i | i | i | i | i | i
COc1cc(C)ccc1OCCON1C(=O)CCC1=O | i | i | i | i | i | i | i | i | i | i | i
CCn1nnnc1SCC(=O)c1ccc2c(c1)OCCO2 | i | i | i | i | i | i | i | i | i | i | i
Cc1nnc(C)n1/N=C/c1cccc(Oc2ccccc2)c1 | i | i | i | i | i | i | i | i | i | i | i
CC(C)C1CCC(C(=O)N[C@H](Cc2ccccc2)C(=O)O)CC1 (stereo not given in full) | i | i | i | i | i | i | i | i | i | nt | i
O=C(CSc1nnc(Cc2cccs2)n1-c1ccc(Cl)cc1)NCc1ccc2c(c1)OCO2 | i | i | i | i | i | i | i | i | i | i | i
COc1ccc(C(=O)C2CCCN(C(=O)/C=C/c3cnc[nH]3)C2)c(C)c1 (stereo not given) | i | i | i | i | i | i | i | i | i | i | i
CC(=O)c1ccc(S(=O)(=O)N(C)CC(=O)NCC2CCCCC2)cc1 | i | i | i | i | i | i | i | i | i | i | i
CN(c1ccccc1)S(=O)(=O)c1cccc(NC(=O)CN2CCCc3ccccc32)c1 | i | i | i | i | i | i | i | i | i | i | i
NC(=O)NC(=O)c1nccnc1C(=O)O | i | i | i | i | i | i | i | i | i | i | i
O=C(NC1CCCC1)C(c1ccc(N2CCOCC2)cc1)N(Cc1ccco1)C(=O)c1ccco1 (stereo not given) | i | i | i | i | i | i | i | i | i | i | i
COc1ccc(OC)c(S(=O)(=O)N2c3ccccc3CC2C)c1 (stereo not given) | i | i | i | i | i | i | i | i | i | i | i
COc1ccc(Cl)cc1NC(=O)C(C)N1CCN(C/C=C/c2ccccc2)CC1 (stereo not given) | i | i | i | i | i | i | i | i | i | i | i
O=C(CSc1cccc(C(F)(F)F)c1)NC(=O)c1ccccc1 | i | i | i | i | i | i | i | i | i | i | i
O=C(Nc1ccc(S(=O)(=O)NC2CCCCC2)cc1)c1ccco1 | i | i | i | i | i | i | i | i | i | i | i
CCOc1ccccc1NC(=O)c1nc(-c2ccccc2)oc1C | i | i | i | i | i | i | i | i | i | i | i
O=C(c1cccc(F)c1)N1CCC(N2CCCCCC2)CC1 | i | i | i | i | i | i | i | i | i | i | i
COc1ccc(C2=NOC(Cn3nc(C(=O)NCc4ccco4)cc3-c3ccccc3)C2)cc1 (stereo not given) | i | i | i | i | i | i | i | i | i | i | i
Cn1c(SCCCC(=O)c2ccc(Br)cc2)nnc1-c1ccncc1 | i | i | i | i | i | i | i | i | i | i | i
COC(=O)C1=C(C)N2C(=O)CSC2=NC1c1ccc2c(c1)OCO2 (stereo not given) | i | i | i | i | i | i | i | i | i | nt | i
Cc1ccc(C2CC(c3cccc(C)c3)n3nc(N)nc3N2)cc1 (stereo not given) | i | i | i | i | i | i | i | i | i | i | i
O=C(CCCN1C(=O)c2ccccc2C1=O)NCCCn1ccnc1 | i | i | i | i | i | i | i | i | i | i | i
COc1ccc(CCN(C(=O)C(F)(F)F)C(C(=O)NC2CCCCC2)c2ccc(C)s2)cc1 (stereo not given) | i | i | i | i | i | i | i | i | i | i | i
COC(=O)c1c(C(=O)OC)c(-c2ccc(C(C)(C)C)cc2)n2c1CS(=O)C2 (stereo not given) | i | i | i | i | i | i | i | i | i | i | i
CCc1ccccc1NC(=S)N(CCN(C)C)Cc1cccs1 | i | i | i | i | i | i | i | i | i | i | i
COc1cccc(C2CC(c3ccc(C(C)C)cc3)n3nc(N)nc3N2)c1 (stereo not given) | i | i | i | i | i | i | i | i | i | i | i
COc1ccc(C(=O)C[n+]2ccc(N(C)C)cc2)cc1 | i | i | i | i | i | i | i | i | i | i | i
CCN(CC(=O)Nc1ccccc1SC)Cc1nc2ccccc2c(=O)[nH]1 | i | i | i | i | i | i | i | i | i | i | i
CCn1nc2cc(C(=O)NCc3cc(C(F)(F)F)cc(C(F)(F)F)c3)ccc2c1OC | i | i | i | i | i | i | i | i | i | i | i
CC(=O)c1ccc(Nc2cc(C)nc3ccc(C)cc23)cc1 | i | i | i | i | i | i | -9.47* | i | i | i | i
Cc1ccccc1C(=O)N1CCC(C(=O)Nc2ccc(S(=O)(=O)N(C)C(C)C)cc2)CC1 | i | i | i | i | i | i | i | i | i | i | i
CCC(=O)NCCc1nc2cc(NC(=O)c3ccc(Cl)cc3)ccc2n1C | i | i | i | i | i | i | i | i | i | i | i
N/C(=N\OC(=O)c1cccc(F)c1)c1cccc([N+](=O)[O-])c1 | i | i | i | i | i | i | i | i | i | i | i

(cont.)
SMILES | TRPC4 potent | MrgX1 antag | TRPC6 activator | TMEM16A inh | RGS4 inh | MrgX1 allo act | TRPC6 inh | TRPC4 inh | TRPC4 agonist | ANO1 activ | MrgX1 agonist
Cn1cc(C(=O)Nc2ccc(F)c(Cl)c2)cn1 | i | i | i | i | i | i | i | i | i | i | i
Cc1cc([N+](=O)[O-])nn1Cc1noc(C(=O)NCCCn2ccnc2)n1 | i | i | i | i | i | i | i | i | i | i | i
CCCOC(=O)NC(CC)COC(=O)Nc1cccc(C)c1C (stereo not given) | i | i | i | i | i | i | i | i | i | i | i
O=C(COc1ncnc2sccc12)N1CCN(C(=O)c2ccco2)CC1 | i | i | i | i | i | i | i | i | i | i | i
O=C(CSc1nnc(Cc2ccccc2)o1)c1ccc2c(c1)OCO2 | i | i | i | i | i | i | i | i | i | i | i
Cc1oc2ccc(OCC(N)=O)cc2c1C(=O)OC(C)C | i | i | i | i | i | i | i | i | i | i | i
COc1ccc(F)c(CN2CCC(n3nccc3NC(=O)CCCc3ccccc3)CC2)c1 | i | i | i | i | i | i | i | i | i | i | i
N#Cc1c(SCc2cccc(Cl)c2)sc(C(=O)c2ccccc2)c1N | i | i | i | i | i | i | i | i | i | i | i
CC(=O)c1ccc(S(=O)(=O)Nc2cccc(-c3cn4c(n3)SCC4)c2)cc1 | i | i | i | i | i | i | i | i | i | i | i
Cc1ccc(NC(=O)Cc2nnc(SCC(=O)c3ccc(Br)cc3)n2C)cc1Cl | i | i | i | i | i | i | i | i | i | nt | i
NS(=O)(=O)c1ccc(NC(=O)COc2ccc(S(=O)(=O)N3CCCC3)cc2)cc1 | i | i | i | i | i | i | i | i | i | i | i
CCOc1ccccc1CNC(c1ccccc1)c1ccccc1 | i | i | i | i | i | i | i | i | i | i | i
COC(=O)Cc1ccc(NC(=S)N2CCN(c3cc(Cl)ccc3C)CC2)cc1 | i | i | i | i | i | i | i | i | i | i | i
COc1cccc(-c2cc(C(F)(F)F)n3ncc(C(=O)O)c3n2)c1 | i | i | i | i | i | i | i | i | i | i | i
CCN1CCN(Cc2ccc(NC(=O)c3cc(NC(=O)c4cc(-c5ccc(OC)cc5)n[nH]4)cc(OC)c3)cc2C(F)(F)F)CC1 | i | i | i | i | i | i | i | i | i | i | i
COc1ccc(NC(=O)Nc2cc(C(=O)O)ccc2N2CC3CC(C2)c2cccc(=O)n2C3)c(OC)c1 (stereo not given) | i | i | i | i | i | i | i | i | i | i | i
